# TR SRC2 fluor cs – Texas Red fluorescence interference in TRb-SRC2 counter-screen; Potency, µM (doses to about 106 µM), for the others: at the top dose fluorescence change, negative = quenching; 0.29% of 280,000 active; TRb/SRC2 Texas Red total fluorescence interference; active = well fitted curve in either direction with a large enough effect; inconclusive = small, poorly fitted or top-dose-only effect; note: potency is the fitted concentration of half-maximal effect; % is set by controls: 0 for no effect and ±100 for the full control effect
#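 Human TRβ ligand-binding domain (0.6 uM) and Texas Red SRC2 peptide (20 nM) in Tris buffer with 1 uM T3 and 5% DMSO were incubated with pinned compound for 5 hr at ambient temperature. Total fluorescence was computed as S + 2P (555/632 nm).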
# CBFb RUNX1 block – inhibitors of human CBF-beta and RUNX1 interaction; AlphaScreen CBFb-His/RUNX1-biotin binding, biochemical; 230,000 tested, under 10 active; Q01196+Q13951; Potency, µM (titrated, usually from 59.8 µM), for inactives: top-dose activity, negative = inhibition, actives largely listed as inhibitors; note: % of control where 0% means no effect
# Target sequence (Q01196 whole entry, looked up): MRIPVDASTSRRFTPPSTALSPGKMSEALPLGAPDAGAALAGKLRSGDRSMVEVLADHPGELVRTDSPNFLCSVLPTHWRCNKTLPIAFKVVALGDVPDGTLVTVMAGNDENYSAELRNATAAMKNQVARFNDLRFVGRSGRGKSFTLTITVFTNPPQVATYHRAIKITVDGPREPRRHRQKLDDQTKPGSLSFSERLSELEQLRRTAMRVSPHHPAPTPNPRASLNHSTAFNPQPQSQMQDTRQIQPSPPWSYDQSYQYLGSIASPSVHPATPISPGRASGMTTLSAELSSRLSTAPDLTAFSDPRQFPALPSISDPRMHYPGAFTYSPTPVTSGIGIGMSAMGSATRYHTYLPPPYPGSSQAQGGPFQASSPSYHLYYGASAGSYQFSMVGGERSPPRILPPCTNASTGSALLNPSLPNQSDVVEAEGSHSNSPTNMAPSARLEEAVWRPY
# Target sequence (Q13951 whole entry, looked up): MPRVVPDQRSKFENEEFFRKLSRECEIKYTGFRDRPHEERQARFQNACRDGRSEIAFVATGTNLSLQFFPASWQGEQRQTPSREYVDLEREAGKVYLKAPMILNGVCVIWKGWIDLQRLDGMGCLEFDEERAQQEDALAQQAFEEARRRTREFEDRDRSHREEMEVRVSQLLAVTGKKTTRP
#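 AlphaScreen binding: CBFb-His and RUNX1-biotin (30 nM each) preincubated 20 min, compound added for 15 min, then nickel and streptavidin beads for 90 min, all at room temperature. Disruption of the interaction by any mechanism counts as activity.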
# TRb SRC2 PPI – inhibitors of human thyroid hormone receptor beta-SRC2 interaction | AID 1469 | Potency, µM (doses to about 106 µM), for the others: top-dose activity change, negative = inhibition, actives largely listed as inhibitors | P10828 | 0.065% of 280,000 active | TRbeta-SRC2 peptide binding, fluorescence polarization; receptor liganded with 1 µM T3;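 note: potency is the fitted concentration of half-maximal effect; plate controls were bound peptide for no effect and peptide without receptor for full effect; nearly all actives have a fitted effect of over 50% in size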
#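 Human TRb ligand-binding domain (0.6 uM) is mixed with 20 nM Texas Red SRC2 peptide and 1 uM T3; after compound addition and 5 hr at ambient temperature, polarization is measured and normalized to unbound and bound controls.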
# Epigenetic derep – derepresses silenced GFP reporter in murine cells; murine LDR cells, GFP reporter derepression, 30 h; Potency, µM (doses to about 53.9 µM), without a hit: top-dose GFP activation, usual class: activators; 0.2% of 280,000 active; AID 1865; note: potency is the fitted concentration of half-maximal effect; % of control where 0% means no effect; nearly all actives have a fitted effect of over 60% in size
#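 Readout is the number of GFP-expressing murine LDR cells, counted by cytometry following washing. Cells were treated with compound for 30 h at 37 C; the stably integrated CMV-GFP locus is normally silent.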
# Tau fibril FP – inhibitors of human tau fibril formation; P10636; K18 P301L tau heparin fibrillization, Alexa594 FP, 6 h; Potency, µM (top dose mostly 57.7 µM), inactives show at the top dose activity, negative = inhibition, actives largely listed as inhibitors; 0.39% of 280,000 active; note: potency is the fitted concentration of half-maximal effect; % is set by controls: 0 for no effect and ±100 for the full control effect; nearly all actives have a fitted effect of over 55% in size
# Target sequence (P10636 561-689 P618L limits assumed): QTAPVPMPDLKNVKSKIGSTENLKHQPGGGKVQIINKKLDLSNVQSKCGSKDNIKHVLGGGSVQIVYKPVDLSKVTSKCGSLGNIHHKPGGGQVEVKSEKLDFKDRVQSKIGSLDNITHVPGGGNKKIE
#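 Read-out: fluorescence polarization of Alexa 594-labeled tau (0.24 uM), 555 nm excitation, 632 nm emission. Mixtures held 15 uM unlabeled K18 P301L, compound and 20 uM heparin, pH 7 acetate buffer, incubated 6 hr at 37 C.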
# Tau fluor cs – counter-screen for tau fibril formation inhibitors; 0.93% of 280,000 active; tau K18 P301L Alexa594 fluorescence, heparin fibrillization; Potency, µM (top dose mostly 57.7 µM), for inactives: top-dose activity change, negative = decrease; AID 1463; note: potency is the fitted concentration of half-maximal effect; % is set by controls: 0 for no effect and ±100 for the full control effect; nearly all actives have a fitted effect of over 55% in size
#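 Human tau K18 P301L (15 uM unlabeled, 0.24 uM Alexa 594-labeled) in 100 mM sodium acetate pH 7 with 20 uM heparin, 6 hr at 37 C. ThT 30 uM added, 1 hr ambient; Alexa 594 FP and total fluorescence read at 555/632 nm.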
# aGal spleen mod – inhibitors or activators of human alpha-galactosidase in spleen homogenate | P06280 | human spleen homogenate, 4MU-alpha-Gal fluorescence, 40 min | Potency, µM (doses to about 80 µM), for inactives: top-dose activity change, negative = inhibition, hits mostly inhibitors | 0.008% of 240,000 active;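 note: potency is the fitted concentration of half-maximal effect; 0% = enzyme with vehicle and -100% = no enzyme basal signal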
#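 Fluorogenic readout (Ex 365/Em 440 nm) of 4-methylumbelliferone released from 1 mM 4-MU-alpha-galactoside by spleen homogenate, 40 min at 37C, pH 5.0. Data normalized to no-enzyme and enzyme controls; Hill-equation AC50 from compound titrations.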
# NPSR antagonist – neuropeptide S receptor (human) antagonism, cAMP. AID 1461. Q6W5P4. 1% of 220,000 active. CHO-NPSR cells, cAMP TR-FRET, antagonist mode. Potency, µM (highest dose often 38.3 µM), without a hit: top-dose activity change, negative = inhibition, actives largely listed as inhibitors; note: potency is the fitted concentration of half-maximal effect; % is set by controls: 0 for no effect and ±100 for the full control effect; nearly all actives have a fitted effect of over 50% in size; many of its hits are not listed in these tables
# * = called active by the depositor; ? = inconclusive; nt = no result given; & = joins results of further samples; [ ] = dose if it differs, or a comment. Unless noted, calls come from the whole dose curve; as a rule, active = well fitted curve in the direction sought with a large enough effect; inconclusive = small, poorly fitted or top-dose-only effect, or another doubt; inactive = no such curve, though single readings can be large; an effect the other way counts as inactive or inconclusive. Not all compounds are listed; rates above refer to the full screens.
SMILES,TR SRC2 fluor cs,CBFb RUNX1 block,TRb SRC2 PPI,Epigenetic derep,Tau fibril FP,Tau fluor cs,aGal spleen mod,NPSR antagonist
Cc1cccc(CC2SC(N)=NC2=O)c1 (stereo unspecified),0%,-4%,4%,-0.1%,1%,-6%,-1%,16%
Cc1ccccc1-c1noc(CSc2nnc(-c3ccncc3)n2-c2ccc(F)cc2)n1,-2%,nt,-2%,-1.1%,2%,-7%,nt,nt
O=C(Cc1ccc(NC(=O)N2CCSc3ncccc32)cc1)NCCc1ccccc1,-3%,nt,5%,-1.3%,-4%,2%,nt,nt
NS(=O)(=O)c1ccc(NC(=O)CN2C(=O)COc3ccc(Cl)cc32)cc1,-5%,nt,2%,1.0%,?,-8%,nt,nt
O=C(CCS(=O)(=O)c1ccc(Br)s1)NCc1cccs1,1%,2%,-12%,6.0%,-9%,-6%,?,-4%[46.1 µM]
CC(=O)Nc1ccc(NC(=O)CCCCCN2C(=O)c3ccccc3C2=O)cc1,-4%,3%,-15%,0.8%,-6%,-5%,-1%,-5%[46.1 µM]
Cc1cccc(C)c1NC(=O)C1CCCN(CCCc2ccccc2)C1 (stereo unspecified),-4%,-3%,1%,0.9%,2%,-1%,4%,-10%[46.1 µM]
CCS(=O)(=O)N1CCC(C(=O)N2CCc3ccccc3C2)CC1,-5%,5%,5%,-1.9%,?,16µM*[quencher],-7%,-17%[46.1 µM]
CCOc1ccc(NC(=O)N[C@@H](Cc2ccccc2)C(=O)O)cc1,-3%,6%,-1%,-1.0%,8%,2%,7%,13%
CC(C)c1ccccc1NC(=S)NC1CCN(Cc2ccccc2)CC1,-1%,-7%,0%,2.3%,5%,1%,?,-5%[46.1 µM]
CCc1ccc(CNC(=O)c2cc3c(=O)oc4ccc(C)cc4c3s2)cc1,-18%,nt,1%,-0.3%,-9%,-15%,nt,nt
CC(C)CNC(=O)CN(C1CCCCC1)S(=O)(=O)c1ccccc1,1%,2%,4%,0.8%,5%,7%,1%,-9%[46.1 µM]
Cc1ccc(C)c(O)c1,-3%,15%[21.7 µM],2%,nt,nt,nt,1%,nt
Cn1nc(OC(=O)Nc2ccccc2)cc1C(F)(F)F,-1%,3%,2%,-0.9%,-5%,-4%,14%,-4%[46.1 µM]
CCCCOc1ccc(C(=O)NCc2ccccn2)cc1,-3%,10%,-8%,0.2%,-2%,-2%,5%,-5%[46.1 µM]
Cc1ccc(C2NC(=O)NC(O)(C(F)(F)F)C2C(=O)c2ccccc2)o1 (stereo unspecified),-3%,13%,-3%,5.9%,0%,-6%,3%,-11%[46.1 µM]
O=C(CSc1nc2ccsc2c(=O)n1CC1CCC(C(=O)O)CC1)c1ccc(F)cc1 (stereo unspecified),3%,1%,3%,-2.6%,0%,5%,2%,-47%
CCOC(=O)c1cccc(NC(=O)CCS(=O)(=O)c2ccc3c(c2)CCN3C(=O)CC)c1,0%,nt,-2%,6.1%,-12%,-5%,nt,nt
Cc1ccc(NC(=S)/N=C(\N)Nc2nc(C)c3cc(C)ccc3n2)c(C)c1,-6%,-7%,1%,0.0%,-1%,-10%,-2%,16%
Cc1cc(OCC(=O)Nc2sc3c(c2C(N)=O)CCCC3)ccc1C(C)C,-3%,nt,1%,-1.6%,-16%,-12%,nt,nt
COc1ccc(OCC(=O)NNC(=O)c2cccc(S(=O)(=O)N(C)C)c2)cc1,2%,-1%,-4%,1.1%,-12%,-5%,-2%,13%
CC(C)c1nc(SCC(=O)Nc2ccc3c(c2)OCCO3)c2c(=O)n(C)c(=O)n(C)c2n1,-2%,-5%,2%,2.9%,2%,-3%,7%,0%[46.1 µM]
CC(=O)c1cn(C)c(=O)c2ccccc12,-4%,0%,-6%,0.1%,10%,-1%,-9%,5%
CSCC[C@H](NC(=O)COc1ccc(Cl)cc1)c1nc2ccccc2[nH]1,-5%,11%,-3%,0.0%,6%,-23%,1%,5%
COc1ccc2c(c1)c1ncn(CCc3ccccc3)c(=O)c1n2C,-1%,10%,0%,-3.7%,3%,-27%,26%,-29%[46.1 µM]
Cc1c(NC(=O)CSc2ccccn2)c(=O)n(-c2ccccc2)n1C,2%,-4%,2%,-1.1%,11%,4%,8%,2%[46.1 µM]
CCS(=O)(=O)N1CCC(C(=O)c2ccc(Cl)cc2)CC1,4%,-3%,-10%,-0.9%,?,0%,-3%,17%
Cc1ccccc1C(=O)NC(CC(C)C)C(=O)OCc1cc(=O)n2cc(Br)ccc2n1 (stereo unspecified),-27%,1%,-4%,0.0%,2%,-9%,4%,2%
COc1ccc(NC(=O)C(=O)N/N=C/c2cccnc2)c(OC)c1,0%,8%,1%,-1.0%,-4%,-6%,4%,-8%[46.1 µM]
CC(=O)Cc1nsc(NC(=O)c2ccc(-c3cccc(C(F)(F)F)c3)o2)n1,0%,5%,8%,2.4%,5%,-6%,-2%,-4%[46.1 µM]
CCCN(C(=O)c1cc2c(=O)oc3ccccc3c2s1)c1cccc(Cl)c1,-1%,nt,2%,-1.1%,-12%,-10%,nt,nt
Cc1cccc(NC(=O)Nc2ccc(C)cc2Br)c1,1%,0%,-11%,1.0%,-7%,-15%,1%,-5%
Cc1ccccc1N=Cc1c(O)n(-c2nccs2)c(=O)c2ccccc12,-3%,-19%,4%,0.9%,-10%,-28%,-3%,3%
COc1ccc2c(c1)C(=O)[C@H](O)[C@@H](c1ccc(OC)c(Br)c1)O2,-1%&-6%,4%&13%,-8%&-3%,-0.1%&1.9%,-5%&-3%,-18%&-20%,14%&7%,-21%
CC(C)CC(=O)NNC(=O)C(C)C,2%,14%,-2%,0.0%,2%,6%,3%,18%
c1cncc(-c2nc(Oc3ccc(-c4nnco4)cc3)c3c4c(sc3n2)CCCC4)c1,-2%,8%,-3%,-0.7%,6%,-1%,4%,-21%[46.1 µM]
O=[N+]([O-])c1ccc2c(c1)nc1n2CCCCC1,-3%,15%,-5%,-1.5%,-12%,-6%,-2%,-2%
CN1C(=O)C(C(=O)Nc2ccccc2F)c2ccccc21 (stereo unspecified),1%,1%,0%,-1.9%,7%,-12%,-3%,-24%
CCn1c2ccccc2c2cc(/C=N/NC(=O)c3ccncc3)ccc21,-2%,6%,-3%,5.2%,-14%,?,-5%,14%
CC1(c2ccc(OC(F)F)cc2)NC(=O)N(CC(=O)NC2CCCCC2)C1=O (stereo unspecified),3%,9%,4%,3.1%,-5%,-12%,6%,4%[7.67 µM]
COc1ccc(CNC(=O)C2CCN(C(=O)N3CCOc4ccc(Cl)cc43)CC2)cc1,?,nt,-11%,1.2%,-4%,-16%,nt,nt
CC(C)NC(=O)N(Cc1ccccc1)Cc1cccs1,-4%,6%,0%,1.1%,-6%,-1%,3%,14%
CCOC(=O)C(C)/C(C)=N/NC(=O)CCC(=O)Nc1cc(C)ccc1C (stereo unspecified),2%,3%,-5%,-1.1%,-1%,1%,5%,15%
O=C(N/N=C/c1cccs1)C1CC(=O)N(c2ccccc2)C1 (stereo unspecified),0%,1%,-9%,-1.0%,-15%,-10%,5%,?
Cc1ccc(NC(=O)/C=C/c2ccc(C)o2)c(C)c1,-14%,nt,9%,1.8%,-10%,-11%,nt,nt

# In a second layout: entries from further up.
compound	TR SRC2 fluor cs	CBFb RUNX1 block	TRb SRC2 PPI	Epigenetic derep	Tau fibril FP	Tau fluor cs	aGal spleen mod	NPSR antagonist
COc1ccc(CNC(=O)C2CCN(C(=O)N3CCOc4ccc(Cl)cc43)CC2)cc1	?	nt	-11%	1.2%	-4%	-16%	nt	nt
CCCN(C(=O)c1cc2c(=O)oc3ccccc3c2s1)c1cccc(Cl)c1	-1%	nt	2%	-1.1%	-12%	-10%	nt	nt

# Following part
SMILES,TR SRC2 fluor cs,CBFb RUNX1 block,TRb SRC2 PPI,Epigenetic derep,Tau fibril FP,Tau fluor cs,aGal spleen mod,NPSR antagonist
COC(=O)c1ccc(C2c3c(n[nH]c3C)C(=O)N2c2ccc(C)cc2)cc1 (stereo unspecified),-2%,0%,1%,-0.7%,-2%,-12%,-3%,?
Cc1cccc2cc(CN(Cc3cccs3)C(c3nnnn3C3CCCC3)C(C)C)c(=O)[nH]c12 (stereo unspecified),2%,-6%,-14%,-6.9%,-3%,1%,-11%,?
Cc1ccc2c(c1)NC(=O)C(CC(=O)Nc1ccccc1Cl)O2 (stereo unspecified),-1%,nt,-2%,0.0%,0%,-6%,nt,nt
Cc1ccc(CNC(=S)Nc2cc(C(=O)O)ccc2C)cc1,4%,-2%,-5%,-0.2%,-3%,1%,1%,15%
CC(NC(=O)C(=O)NCCCn1ccnc1)c1ccccc1 (stereo unspecified),0%,1%,13%,-0.4%,-5%,-8%,7%,-11%
Cc1cc2ccccc2n1CCNC(=O)c1ccccc1F,0%,nt,-7%,1.9%,1%,-20%,nt,nt
COc1ccccc1N1CCN(c2ncnc3c2cnn3-c2ccc(C)cc2)CC1,0%,nt,7%,0.3%,2%,-5%,nt,nt
OCCC1CN(CCCn2cccn2)CCN1C1CCCCC1 (stereo unspecified),-7%,-4%,-1%,0.0%,-1%,-8%,3%,-8%
CCN(CC)S(=O)(=O)c1ccc(N(C)CCc2ccc(OC)c(OC)c2)nc1,-2%,3%,5%,2.6%,5%,-2%,7%,-13%
Fc1cc(F)cc(NC(=S)Nc2ccccc2N2CCOCC2)c1,-2%,2%,6%,-0.7%[10.1 µM],-1%,-4%,8%,-6%
CC(=O)NC1=NC(=O)/C(=C/N2CCOCC2)S1,1%,1%,0%,2.9%,3%,-4%,-2%,-9%[46.1 µM]
COC(=O)c1cc2sc(C)cc2n1Cc1ccc(Br)cc1F,-9%,nt,6%,0.0%,0%,-26%,nt,nt
COC(=O)c1[nH]c2ccccc2c1NC(=O)c1c(F)cccc1F,-2%,0%,11%,1.1%,-4%,-18%,4%,-1%
O=C(NC(=S)Nc1nc(-c2ccccc2)cs1)c1cccnc1,-3%,-7%,6%,-0.1%,-9%,-18%,12%,9%
Cn1cc(CCCC(=O)NCc2cccc(Br)c2)c2ccccc21,4%,nt,3%,1.4%,-8%,2%,nt,nt

# Screens from PubChem BioAssay.
